APJ ag: agonists of human APJ apelin receptor; activation, % at 20 µM; actives 0.11% (n = 330,000); AID 2520; CHO-K1 APJ PathHunter beta-arrestin, luminescence; 0% DMSO wells, 100% apelin; P35414;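 active means activation more than six SD over the plate average, tested at 20 µM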;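 further: 0% = DMSO alone and 100% = apelin-13 at 10 nM; some results filed as inactive read as strong as hits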
Target sequence (P35414 whole entry, looked up): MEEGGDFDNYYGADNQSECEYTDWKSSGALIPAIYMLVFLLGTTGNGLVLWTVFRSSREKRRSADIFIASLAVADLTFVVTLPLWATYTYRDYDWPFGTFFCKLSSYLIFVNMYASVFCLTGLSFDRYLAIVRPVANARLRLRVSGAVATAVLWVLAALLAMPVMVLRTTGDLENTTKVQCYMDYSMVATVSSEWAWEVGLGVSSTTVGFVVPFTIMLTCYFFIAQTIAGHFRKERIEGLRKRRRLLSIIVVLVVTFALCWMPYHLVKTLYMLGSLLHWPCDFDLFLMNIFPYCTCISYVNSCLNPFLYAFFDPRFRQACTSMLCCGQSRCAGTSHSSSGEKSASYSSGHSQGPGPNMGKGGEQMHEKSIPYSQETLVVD
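Assay system: CHO-K1 cells stably expressing ProLink-tagged human APJ and arrestin–beta-gal acceptor. Compound dosing: 20 µM single point, 1% DMSO. Times: 16-18 h seeding, 90 min dark compound exposure, 60 min detection. Detection: beta-gal luminescence. Evaluation: APJ–arrestin association signal. Controls: negative DMSO alone, positive Apelin-13 at 10 nM.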
UPR CHOP act: apoptotic UPR (CHOP) activation; CHO-CHOP luciferase reporter, luminescence; percent of tunicamycin response over DMSO baseline; activation, % at 10 µM; actives 0.34% (n = 330,000); AID 449763;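 active means at 10 µM dose, activation of 40% or more, normalized to positive control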;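 further: 100% = tunicamycin at 10 µg/mL and 0% = DMSO alone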
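System: CHO-CHOP luciferase reporter cell line | Buffer or medium: F12 medium containing 10% fetal bovine serum | Doses: One dose, 10 µM in 0.5% DMSO | Times: 6 h compound exposure at 37 °C after overnight seeding | Signal: Luciferase luminescence | Read-out: % activation vs tunicamycin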
CXCR6 block: inhibitors of human CXCR6 receptor | CHO-K1 PathHunter CXCR6 beta-arrestin, luminescence | inhibition, % at 20 µM | actives 0.36% (n = 360,000) | AID 602244; in the data active means inhibition above about 34%, passing the limit was not always enough;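 further: antagonist mode with CXCL16 agonist at 10 nM final; 0% = 10 nM CXCL16 with DMSO and 100% = unstimulated wells without agonist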
Target sequence (O00574 whole entry, looked up): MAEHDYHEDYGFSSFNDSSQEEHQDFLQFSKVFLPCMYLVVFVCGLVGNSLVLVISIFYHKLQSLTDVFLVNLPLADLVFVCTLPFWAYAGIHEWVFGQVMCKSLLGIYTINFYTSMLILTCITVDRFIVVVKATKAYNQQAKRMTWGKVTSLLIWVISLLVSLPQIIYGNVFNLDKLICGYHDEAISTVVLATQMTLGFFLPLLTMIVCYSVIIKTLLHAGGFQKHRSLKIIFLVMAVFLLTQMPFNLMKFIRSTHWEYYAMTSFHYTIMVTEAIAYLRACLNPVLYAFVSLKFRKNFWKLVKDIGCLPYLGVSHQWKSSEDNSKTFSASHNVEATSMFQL
CCR6 antagonist: antagonists of human CCR6 receptor; CHO-K1 CCR6 PathHunter beta-arrestin, luminescence, CCL20-stimulated; inhibition, % at 20 µM; actives 0.49% (n = 340,000); AID 493098;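 active means compounds whose inhibition of the agonist-driven luminescence signal at 20 µM reaches about 50%, limit read from the data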;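 further: cells stimulated with CCL20 at 14 nM final; plate controls were DMSO with CCL20 for no effect and DMSO without agonist for full effect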
tim23-1 inh: inhibits growth of tim23-1 mutant yeast; S. cerevisiae tim23-1 growth, BacTiter-Glo luminescence, 24 h; inhibition, % at 20 µM; actives 1.3% (n = 330,000); AID 463212;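 active means growth inhibition of the mutant yeast at or above 50%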;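 further: temperature-sensitive mutant grown at 25 °C; plate controls were DMSO-treated mutant yeast for no effect and medium wells lacking yeast for full effect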
UPR XBP1 act: activators of adaptive arm of unfolded protein response (XBP1); CHO-XBP1 luciferase reporter, IRE1-XBP1 UPR activation, luminescence; percent of tunicamycin response, DMSO as zero; activation, % at 20 µM; actives 0.33% (n = 330,000);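 active means versus positive control, 20 µM dose yields 30% or more activation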;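 further: 100% = tunicamycin at 10 µg/mL and 0% = DMSO only wells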
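Assay system: CHO-XBP1 luciferase reporter cells; Schedule: 6 h treatment, 37 °C; Detection: glow luminescence from Steady-Glo reagent; Benchmarks: high control tunicamycin 10 µg/mL final, low control DMSO vehicle only.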
EBI2 block: blocks human EBI2 receptor beta-arrestin signaling; P32249; EBI2 beta-arrestin recruitment, luminescence, 7a,25-OHC stimulated; inhibition, % at 5 µM; actives 0.81% (n = 360,000); AID 651636; in the data active means inhibition above about 38%;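 further: enzyme fragment complementation signal reports receptor beta-arrestin coupling in cells; 0% = agonist plus DMSO wells and 100% = wells without agonist; some results beyond the cut were filed as inactive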
Mdm2 MdmX PPI: human Mdm2/MdmX binding inhibition; O15151+Q00987; SaOS-2 split-luciferase Mdm2/MdmX complementation, luminescence; AID 485346; actives 3% (n = 330,000); inhibition, % at 8 µM;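 active means inhibition of at least 50% at 8 µM in the primary screen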
APJ antagonist: blocks the human apelin receptor APJ; inhibition, % at 20 µM; CHO-K1 APJ beta-arrestin complementation, luminescence; actives 0.32% (n = 330,000); P35414;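 active means inhibition above about 40% at 20 µM, limit read from the data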;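 further: cells challenged with 10 nM apelin-13 agonist together with compound; plate controls were apelin-13 plus DMSO wells for no effect and DMSO wells lacking apelin-13 for full effect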
Numbers without * were called inactive.

Under each structure – UPR CHOP act	APJ antagonist	tim23-1 inh	CXCR6 block	UPR XBP1 act	Mdm2 MdmX PPI	APJ ag	EBI2 block	CCR6 antagonist
1: Cc1cc(=O)oc2cc(NC(=O)CCCC(=O)O)ccc12
    -0.6	2	5	-4	2	0	-4	2	3
2: Cc1cc(C)c(S(=O)(=O)Nc2ccnc(-c3cccnc3)n2)c(C)c1
    -2.0	0	8	4	-1	-1	3	1	-10
3: CC(=O)Nc1ccc(S(=O)(=O)/N=C2\SCCN2S(=O)(=O)c2ccc(NC(C)=O)cc2)cc1
    0.8	-17	-27	1	5	18	-2	4	4
4: Cc1nn(C)c(C(=O)Nc2ccc(Cn3cccn3)cc2)c1[N+](=O)[O-]
    -0.5	6	22	-4	0	-25	-2	-3	-5
5: CC(=O)Oc1c(C)c(C)c2c(c1C)CCC(C)(CCCC(C)CCCC(C)CCCC(C)C)O2 (configuration not stated)
    -1.9	8	12	0	-1	11	-2	-5	9
6: COc1ccc(CN2CCNC(=O)C2CC(=O)N(C)Cc2ccon2)c(OC)c1 (configuration not stated)
    -2.2	-9	5	-5	-3	7	-2	-10	6
7: O=C1CC(/C=C/c2cccnc2)=Nc2ccccc2N1
    2.3	7	11	-9	-2	10	-3	-2	7
8: COc1c2ccoc2cc2oc(C)cc(=O)c12
    2.1	-22	9	3	2	-7	2	1	0
9: N#CCSc1nc2ccccc2o1
    0.5	-6	-12	-6	1	-6	-3	-4	-5
10: CCOC(=O)Cc1cc(=O)n2[nH]c(C(C)(C)C)cc2n1
    0.1	-1	9	3	-1	7	-1	0	5
11: Cc1cc(/C=N/n2cnnc2)c(C)n1-c1ccc(OCc2ccc(Cl)cc2Cl)cc1
    -2.6	-8	48	-15	-6	74*	-3	41	-26
12: CC1Cc2nc(SCC(=O)NCc3ccco3)n(-c3ccccc3)c(=O)c2S1 (configuration not stated)
    -0.2	1	16	0	-1	6	-4	5	-1
13: CCOc1ccccc1NC(=O)c1cc(C(=O)c2cc(OC)ccc2O)coc1=N
    -1.2	-33	28	-24	0	-8	2	-5	-1
14: O=C(Nc1ccc(Nc2ccccc2)cc1)c1c(F)c(F)c(F)c(F)c1F
    -0.3	-22	21	9	4	38	0	-6	9
15: COc1ccccc1C(=O)OC1CCCN(C)C1 (configuration not stated)
    -1.6	1	4	0	-5	-38	-3	-2	16
16: COc1ccc(NC(=O)CC2C(=O)NCCN2C(=O)c2ccc(N(C)C)cc2)cc1 (configuration not stated)
    -0.1	21	14	-11	-2	13	2	0	3
17: O=C(Nc1cccc(C(=O)N2CCN(c3ccccc3)CC2)c1)c1ccco1
    -0.9	5	27	-3	-3	-10	-6	-9	11
18: CC(=O)C1=C(O)CC(c2ccccc2)CC1=NCCc1c(C)[nH]c2ccccc12 (configuration not stated)
    1.5	9	-1	9	-1	6	-5	5	29
19: COc1ccc(CCNC(=O)COC(=O)c2ccc(N3CCCC3=O)cc2)cc1
    -1.0	-1	12	0	0	-35	2	-2	10
20: O=C(NCCc1ccccc1)c1ccc(NS(=O)(=O)c2ccc3[nH]c(=O)[nH]c3c2)cc1
    1.5	-6	-9	0	3	-12	-3	2	5
21: C=CCn1cccc(C(=O)Nc2ccc(OC)cc2OC)c1=O
    0.5	5	9	4	2	38	-2	-9	-8
22: Cc1ccnc2nc(C(=O)OCC(=O)N3CC(C)CC(C)C3)nn12 (configuration not stated)
    1.9	0	5	-17	1	-24	-2	-2	-8
23: CC[C@@H](C)[C@H](NC(=O)Cc1c(C)c2c(cc(C)c3c(C)coc32)oc1=O)C(=O)O
    2.0	1	25	-12	11	-28	-2	-10	-6
24: O=C(O)/C(=N/NC(=O)c1ccc(Cl)cc1)c1ccccc1
    -0.2	0	11	4	3	9	-1	-5	1
25: O=C(NCCNC(=O)c1cc(OCC(F)(F)F)ccc1OCC(F)(F)F)Nc1cccc(C(F)(F)F)c1
    3.8	-14	10	1	-5	6	3	11	11
26: O=C(NCc1ccc(F)cc1)C1CCCN1S(=O)(=O)c1cccc2nsnc12 (configuration not stated)
    -0.4	6	7	12	-1	8	-1	-9	7
27: Nc1ccc(Oc2ccc(Br)cc2)cc1
    -1.2	-15	37	1	0	28	-3	-2	-6
28: CCOc1ccccc1C1c2[nH]c3ccccc3c2C[C@H]2C(=O)N(C3CCN(Cc4ccccc4)CC3)CC(=O)N12 (some centres not stated)
    9.1	3	27	-12	-5	62*	0	6	-2
29: Cn1c(CCN2CCN(c3ccc(F)cc3)CC2)nc2cc(NC(=O)c3ccco3)ccc21
    -2.8	6	19	-3	4	12	1	-8	-7
30: Nc1ncnc2c1ncn2C1OC(C(=O)NC2CC2)C(O)C1O (configuration not stated)
    -3.2	22	3	-1	-5	-13	2	-3	1

Records listed so far that bear a hit mark in Mdm2 MdmX PPI:
| no. | structure | APJ antagonist | CXCR6 block | UPR XBP1 act | Mdm2 MdmX PPI | EBI2 block | CCR6 antagonist |
| --- | --- | --- | --- | --- | --- | --- | --- |
| 11 | Cc1cc(/C=N/n2cnnc2)c(C)n1-c1ccc(OCc2ccc(Cl)cc2Cl)cc1 | -8 | -15 | -6 | 74* | 41 | -26 |
| 28 | CCOc1ccccc1C1c2[nH]c3ccccc3c2C[C@H]2C(=O)N(C3CCN(Cc4ccccc4)CC3)CC(=O)N12 (some centres not stated) | 3 | -12 | -5 | 62* | 6 | -2 |

(list continues)
Under each structure – UPR CHOP act	APJ antagonist	tim23-1 inh	CXCR6 block	UPR XBP1 act	Mdm2 MdmX PPI	APJ ag	EBI2 block	CCR6 antagonist
31: CC(C)c1cc(CN2CCN(Cc3ccc(F)c(F)c3)C(CCO)C2)[nH]n1 (configuration not stated)
    -2.5	16	8	2	3	16	-1	-7	9
32: O=[N+]([O-])c1ccc(-c2cnc(SC(c3ccccc3)c3ccccc3)[nH]2)cc1
    2.1	-2	0	22	6	46	-2	49*	27
33: O=C(NCc1cccnc1)c1nn2cccnc2c1Cl
    0.9	-25	3	1	-2	0	-1	0	7
34: Cc1ccc(-c2cc(C(=O)N3CCOCC3)c3cc(C)ccc3n2)cc1
    5.5	-14	41	2	3	-3	4	-4	13
35: O=C(CSc1nc2ccc(N3CCOCC3)cc2c(=O)n1CCc1ccccc1)NCC1CCCO1 (configuration not stated)
    -0.1	-33	34	-1	-1	-29	13	23	4
36: O=C(/C(=C/c1cccc(Cl)c1)c1nc2ccccc2[nH]1)c1ccccc1
    349*	18	45	9	-2	100*	-3	24	33
37: CCC1(CC)C(=O)N(C)C(=O)NC1=Nc1ccccc1
    0.2	-19	13	6	0	2	-6	2	3
38: Cc1cccnc1NC1OC(=O)c2ccccc21 (configuration not stated)
    -0.5	15	6	6	-1	5	0	-9	-32
39: CN1CCN(c2ccc(S(=O)(=O)N3CCCCC3)cc2NC(=O)c2ccc3ccccc3c2)CC1
    3.2	-7	-2	6	3	43	-1	11	24
40: CC1CCN(C(=O)COc2coc(CN3CCc4ccccc43)cc2=O)CC1
    -0.3	12	3	-6	0	-1	-1	-2	11
41: COc1ccc(CCNc2oc(COc3ccccc3F)nc2C#N)cc1
    -0.2	-6	36	2	1	8	-1	12	8
42: CCOc1ccccc1C(=O)Nc1nncs1
    -1.3	1	0	-3	1	16	2	3	-8
43: COc1ccccc1CNC(=O)COc1ccc(Br)c(C)c1
    -0.2	-10	25	-1	-1	19	0	22	8
44: CCc1ccc(C(C)NC(=O)c2ncn[nH]2)cc1 (configuration not stated)
    0.6	-8	9	1	-3	3	-3	-1	15
45: COc1ccc(NC(=O)C(C)(C)Oc2ccc(Cl)cc2)cn1
    0.2	-7	25	0	-3	-30	-6	9	10
46: NC(=O)[C@@H]1CCCNc2c(F)cc([N+](=O)[O-])cc2C(=O)N[C@@H](CO)C(=O)N[C@@H](Cc2ccc(O)cc2)C(=O)N1
    0.1	-41	8	2	-1	-19	6	-7	-6
47: COc1ccc(C(OCC(O)CNCCc2ccc(S(N)(=O)=O)cc2)c2ccc(OC)cc2)cc1 (configuration not stated)
    1.6	-4	9	4	0	19	-2	-4	8
48: CSc1ccccc1NC(=O)c1cnc2sc(C)cn2c1=O
    4.1	9	9	2	5	-100	-4	6	16
49: C/C(=N\NC(=O)c1ccc2c(c1)OCO2)c1ccc2c(c1)OCO2
    4.8	1	11	6	1	-38	-1	-4	-6
50: CCOc1cc(NC(=S)NCCCOC)c(OCC)cc1NC(=O)c1cccs1
    -0.6	-6	11	-15	-4	-6	-2	4	33
51: CCOc1ccc(NCc2cccn2-c2nnc(N3CCC(C(=O)NCCCN4CCCCC4)CC3)s2)cc1
    2.2	-7	-5	6	-2	27	10	-5	-3
52: Cc1c(C)n2c(SCC(=O)N3CC(C)OC(C)C3)nnc2[nH]c1=O (configuration not stated)
    -1.7	-40	11	-4	-1	21	-5	5	-4
53: CN=c1scc(-c2ccco2)n1/N=C/c1ccc(O)c(O)c1
    52*	-5	31	-3	-3	-42	-1	11	10
54: CC(C)=CCC/C(C)=C/C=N/NC(=O)c1cccc([N+](=O)[O-])c1
    -0.5	3	13	-4	-4	6	1	-10	7
55: Cc1nnc(SCC(=O)Nc2sccc2C(N)=O)s1
    0.4	-11	-10	-5	0	-26	-3	-10	5
56: COCC1COS(=O)(=O)NC1(C)C (configuration not stated)
    1.3	18	15	-1	-3	12	4	5	3
57: O=C(CCN1CCN(C(c2ccccc2)c2ccccc2)CC1)N/N=C/c1ccc(O)cc1
    1.1	-5	9	2	-2	3	0	32	28

Not all compounds are listed; the hit share may differ from the screen's.
